# GDH-TPI counter: GDH-TPI coupling enzyme inhibitors, primary screen, artefact control for M. tuberculosis FBA inhibitor project, biochemical, absorbance, full deck; GDH-TPI coupled enzyme counterscreen, NADH absorbance; inhibition, % at 4.8 µM; 360,000 tested, 1.2% active; AID 588335, 2011; in the data active means inhibition above about 30%;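 further: 0% = DMSO wells and 100% = wells lacking the enzyme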
# Anthrax LF inh2: Bacillus anthracis LF protease inhibitors, primary screen, biochemical, multiplex microsphere, MLPCN library; Lethal factor (Bacillus anthracis), P15917; multiplex microsphere protease cleavage assay; inhibition, % at 10 µM; 360,000 tested, 0.12% active; further: plate controls were buffer without enzyme for full effect and enzyme alone for no effect
# Target sequence (P15917 whole entry, looked up): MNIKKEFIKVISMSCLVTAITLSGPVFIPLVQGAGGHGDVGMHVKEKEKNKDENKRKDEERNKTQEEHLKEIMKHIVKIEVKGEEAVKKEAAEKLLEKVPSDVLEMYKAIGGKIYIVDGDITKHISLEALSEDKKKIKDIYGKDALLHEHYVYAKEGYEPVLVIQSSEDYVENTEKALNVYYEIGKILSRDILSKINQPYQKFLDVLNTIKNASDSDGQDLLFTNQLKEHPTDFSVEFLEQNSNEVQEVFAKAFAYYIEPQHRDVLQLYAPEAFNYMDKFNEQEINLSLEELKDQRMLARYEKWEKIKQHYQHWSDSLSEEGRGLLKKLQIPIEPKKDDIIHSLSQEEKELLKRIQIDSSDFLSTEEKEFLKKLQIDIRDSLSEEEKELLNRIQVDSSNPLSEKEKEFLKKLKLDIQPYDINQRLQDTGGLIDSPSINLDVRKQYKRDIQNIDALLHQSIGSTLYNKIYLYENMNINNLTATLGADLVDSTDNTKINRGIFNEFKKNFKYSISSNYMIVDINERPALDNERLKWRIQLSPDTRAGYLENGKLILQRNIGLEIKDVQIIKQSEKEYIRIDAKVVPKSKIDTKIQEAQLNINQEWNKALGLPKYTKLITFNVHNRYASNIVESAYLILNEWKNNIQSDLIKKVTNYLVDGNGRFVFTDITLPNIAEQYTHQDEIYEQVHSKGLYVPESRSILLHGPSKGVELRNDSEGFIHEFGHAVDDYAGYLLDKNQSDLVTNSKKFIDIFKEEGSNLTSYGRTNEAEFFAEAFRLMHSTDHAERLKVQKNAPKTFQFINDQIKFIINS
# Mtb UGM inh: M. tuberculosis UGM enzyme inhibitors, primary screen, biochemical, fluorescence polarization, single point. UDP-galactopyranose mutase (Mycobacterium tuberculosis (strain ATCC 25618 / H37Rv)), …. purified UGM, fluorescence polarization probe displacement. inhibition, % at 10 µM. 320,000 tested, 0.06% active. AID 504406, 2011; in the data active means inhibition above about 10%, passing the limit was not always enough; inconclusive means no clear call, values can overlap the other calls
# BoNT F protease: BoNT/F light chain protease inhibitors, primary screen, biochemical, flow cytometry, MLPCN library; Botulinum neurotoxin type F light chain protease (Clostridium botulinum); Multiplex microsphere protease cleavage assay; inhibition, % at 10 µM; 360,000 tested, 0.22% active; AID 588497, 2011; in the data active means inhibition above about 35%, passing the limit was not always enough; inconclusive means no clear call, values can overlap the other calls; further: plate controls were buffer without enzyme for full effect and enzyme alone for no effect
# BoNT A protease: BoNT/A light chain protease inhibitors, primary screen, biochemical, flow cytometry, MLPCN library | Botulinum neurotoxin type A light chain protease (Clostridium botulinum A str. ATCC 3502) | multiplex microsphere protease substrate cleavage | inhibition, % at 10 µM | 360,000 tested, 0.17% active | AID 588499, 2011; further: plate controls were buffer without enzyme for full effect and enzyme alone for no effect
# PfHsp40 yeast: rescue of yeast from PfHsp40 toxicity, primary screen, S. cerevisiae, ATP luminescence | S. cerevisiae expressing PfHsp40, growth rescue | 340,000 tested, 0.68% active | growth rescue, % at 12.5 µM; in the data active means growth rescue above about 28%, passing the limit was not always enough; inconclusive means no clear call, values can overlap the other calls;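 further: yeast W303a lacking pdr1 and pdr3 grown in galactose medium; growth measured after three days at 30 °C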
# BioA inh: M. tuberculosis BioA enzyme inhibitors, primary screen, biochemical, plate reader, single point, HTS. AID 602481, 2012. inhibition, % at 9.99 µM. 360,000 tested, 0.096% active. 7,8-diaminopelargonic acid synthase BioA (Mycobacterium tuberculosis). purified M. tuberculosis BioA enzyme; in the data active means inhibition above about 40%; inconclusive means no clear call, values can overlap the other calls
# Mtb FBA inh: Mtb FBA enzyme inhibitors, primary screen, biochemical, fluorescence, strain H37Rv | Fructose-bisphosphate aldolase (Mycobacterium tuberculosis (strain ATCC 25618 / H37Rv)), … | purified M. tuberculosis FBA, fluorescence read-out | inhibition, % at 1 µM | 360,000 tested, 2.3% active; in the data active means inhibition above about 27%;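 further: 0% = vehicle and 100% = reference inhibitor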
# FadD28 binding: inhibitors of FadD28 bisubstrate probe binding, primary screen, biochemical, fluorescence polarization, single point. Mycobacterium tuberculosis FadD28 fatty-acid-AMP ligase. AID 588549, 2011. 360,000 tested, 0.22% active. inhibition, % at 12.5 µM; in the data active means inhibition above about 8.5%, passing the limit was not always enough; inconclusive means no clear call, values can overlap the other calls
# Starred values were filed as active, the others as inactive; ? = inconclusive; · = no result given. Unless noted, no stated cut-off is given here; in the data, active means inhibition above about 30%; inconclusive means no clear call, values can overlap the other calls; inactive means below that.
entry	SMILES	GDH-TPI counter	Anthrax LF inh2	Mtb UGM inh	BoNT F protease	BoNT A protease	PfHsp40 yeast	BioA inh	Mtb FBA inh	FadD28 binding
1	Cc1ccc(C(=O)O)cc1-c1ccc(C=C2C(=O)c3ccccc3C2=O)o1	2	-11	1.1	0	-1.7	-0.8	·	4	-0.1
2	Cc1ccc2c(Cl)c(C(=O)NCCCn3ccnc3)sc2c1	-4	1	4.0	-21	1.0	-1.0	0.5	-2	-4.7
3	OCCN1CCOCCN(CCO)CCN(CCO)CC1	2	-1	-1.9	16	-0.3	0.0	-0.5	6	0.5
4	O=S(=O)(NCc1csc(-c2cccs2)n1)c1cccs1	5	8	-0.3	?	?	1.2	·	5	-4.4
5	CCOc1ccc(-c2nnc(-c3ccco3)o2)cc1	9	0	-0.2	6	1.2	0.9	-2.5	54*	0.6
6	CN1C[C@H](CNC(=O)OCc2ccccc2)C[C@@H]2c3cccc4c3c(cn4C)C[C@H]21	-8	-3	3.8	-9	0.0	?	1.5	3	1.2
7	CN(C(=O)c1cccc(NC(=O)Cc2cccc(NC(=O)C3CCN(C(=O)c4ccccc4)CC3)c2)c1)C1CCCC1	7	-3	·	-3	0.0	2.0	1.3	-3	-0.9
8	Cc1cc(C)cc(OCC(=O)Nc2nc(-c3cccnc3)cs2)c1	4	-1	-9.1	-2	-4.1	0.7	0.3	3	·
9	Nc1nc(-c2ccccc2)nn1C(=O)Cc1ccccc1	-2	-3	-1.9	-3	-0.2	-1.9	-0.8	3	-0.1
10	Cc1cccc(OCc2occc2C(=O)Nc2cccc(-n3cnnn3)c2)c1	-7	2	-1.2	0	3.9	3.1	0.4	-11	-18
11	CC1=C/C(=N\NC(=S)NCCc2ccccc2)CC(C)(C)C1	2	-1	-0.4	-8	0.1	1.7	-2.9	-2	-0.1
12	Cc1csc(Nc2ccc(C(=O)O)cc2)n1	12	5	-0.9	1	-0.9	-0.2	-0.4	3	-1.6
13	O=C(c1ccco1)N1CCN(C(=O)c2cc3c(s2)-c2ccccc2OC3)CC1	15	-7	3.3	-10	-0.5	0.2	0.1	113*	-0.7
14	Cc1ccc(N(C)S(=O)(=O)c2nnc(NC(=O)c3ccco3)s2)cc1	20	-4	0.3	-3	-2.5	0.0	·	0	-0.8
15	O=C(CSCc1ccccc1)Nc1ccccc1	2	8	-2.9	10	-2.2	0.8	-0.6	3	-3.2
16	O=C(Nc1ccc2c(c1)OCO2)C1CC(c2c(F)cccc2Cl)=NO1 (configuration not stated)	9	-7	-0.1	-10	0.8	0.6	-4.2	2	0.2
17	O=C(OCC(=O)N1CCN(c2ccccc2)CC1)c1ccc(O)cc1O	5	-2	-1.0	-5	-0.2	3.6	-2.2	0	-1.7
18	C=CCN(c1cccc(C(F)(F)F)c1)S(=O)(=O)c1cccc(C(=O)OCC(=O)NC(N)=O)c1	4	-2	-9.1	2	-0.4	3.1	-0.5	-2	-2.1
19	COc1cc(NC(=O)c2cccs2)c(OC)cc1NC(=O)CCC(=O)Nc1ccc2ncccc2c1	3	-4	·	-5	-1.3	0.4	·	0	-1.5
20	CCC(=O)N1CCc2cc(S(=O)(=O)NC(Cc3ccccc3)C(=O)O)ccc21 (configuration not stated)	5	3	0.3	-6	0.4	-1.9	-2.0	-2	0.5
21	Cc1nc2cc(C(F)(F)F)ccc2n1C1CCN(C(=O)N2CCOCC2)CC1	4	1	1.5	8	0.2	1.1	-2.3	0	-4.2
22	CCOc1ccc(C(=O)Nc2cccc(C)n2)cc1	9	-4	3.5	16	0.6	0.1	0.2	0	-2.8
23	Cc1cccc(-c2cc(C(=O)Nc3c(C)n(C)n(-c4ccccc4)c3=O)c3ccccc3n2)c1	9	-5	1.9	-3	-2.5	-1.7	1.7	1	-0.8
24	Cc1nc(-c2ccc(F)cc2)c(CC(=O)N2CCN(S(=O)(=O)c3ccc(F)cc3)CC2)s1	-7	?	-1.6	?	?	-0.2	1.4	0	-0.5
25	CCNC(=S)N1CCC(C(O)(c2ccccc2)c2ccccc2)CC1	-8	-1	0.9	-5	-0.8	-0.6	·	3	-0.6
26	COc1ccc(NC2CCCN(C(=O)c3cn(C)c4ccccc34)C2)cc1 (configuration not stated)	3	0	0.9	-11	-0.8	0.6	1.2	-1	-1.5
27	O=C(CSc1cn(CCNC(=O)c2ccccc2)c2ccccc12)NCc1ccco1	3	-3	-0.6	-8	0.5	1.2	0.9	3	-1.2
28	CC(=O)Oc1ccccc1C1C[C@]2(C)CC(=O)NC2N1C(C)=O (some centres not stated)	-1	-2	-0.6	9	0.5	0.0	-1.5	-4	-0.7
29	O=C(Nc1ccc2nc3n(c(=O)c2c1)CCCC3)c1cncc(Br)c1	11	-1	-1.5	0	-0.1	-1.9	0.7	-1	-2.0
30	COc1cccc(/C=C2\SC(=S)N(c3cccnc3)C2=O)c1OC	0	-2	-2.2	3	0.5	0.4	·	-3	-2.3

# Copied from above: nos. 1 to 10
entry	SMILES	GDH-TPI counter	Anthrax LF inh2	Mtb UGM inh	BoNT F protease	BoNT A protease	PfHsp40 yeast	BioA inh	Mtb FBA inh	FadD28 binding
1	Cc1ccc(C(=O)O)cc1-c1ccc(C=C2C(=O)c3ccccc3C2=O)o1	2	-11	1.1	0	-1.7	-0.8	·	4	-0.1
2	Cc1ccc2c(Cl)c(C(=O)NCCCn3ccnc3)sc2c1	-4	1	4.0	-21	1.0	-1.0	0.5	-2	-4.7
3	OCCN1CCOCCN(CCO)CCN(CCO)CC1	2	-1	-1.9	16	-0.3	0.0	-0.5	6	0.5
4	O=S(=O)(NCc1csc(-c2cccs2)n1)c1cccs1	5	8	-0.3	?	?	1.2	·	5	-4.4
5	CCOc1ccc(-c2nnc(-c3ccco3)o2)cc1	9	0	-0.2	6	1.2	0.9	-2.5	54*	0.6
6	CN1C[C@H](CNC(=O)OCc2ccccc2)C[C@@H]2c3cccc4c3c(cn4C)C[C@H]21	-8	-3	3.8	-9	0.0	?	1.5	3	1.2
7	CN(C(=O)c1cccc(NC(=O)Cc2cccc(NC(=O)C3CCN(C(=O)c4ccccc4)CC3)c2)c1)C1CCCC1	7	-3	·	-3	0.0	2.0	1.3	-3	-0.9
8	Cc1cc(C)cc(OCC(=O)Nc2nc(-c3cccnc3)cs2)c1	4	-1	-9.1	-2	-4.1	0.7	0.3	3	·
9	Nc1nc(-c2ccccc2)nn1C(=O)Cc1ccccc1	-2	-3	-1.9	-3	-0.2	-1.9	-0.8	3	-0.1
10	Cc1cccc(OCc2occc2C(=O)Nc2cccc(-n3cnnn3)c2)c1	-7	2	-1.2	0	3.9	3.1	0.4	-11	-18

# (cont.)
entry	SMILES	GDH-TPI counter	Anthrax LF inh2	Mtb UGM inh	BoNT F protease	BoNT A protease	PfHsp40 yeast	BioA inh	Mtb FBA inh	FadD28 binding
31	Cc1cc(C)c(NC(=O)CN2C(=O)NC(CCc3ccccc3)C2=O)c(C)c1 (configuration not stated)	-7	2	2.0	1	-0.4	-1.3	0.2	-4	0.1
32	COc1ccc(/C=N/NC(=O)CN(Cc2ccccc2)S(=O)(=O)c2ccc3c(c2)OCCO3)cc1	2	1	-1.3	0	0.5	-0.1	·	0	-2.2
33	O=C1c2[nH]nc(-c3ccccc3O)c2C(c2cccc(Cl)c2)N1Cc1ccco1 (configuration not stated)	-3	-9	-1.4	9	5.9	0.0	0.9	-6	-6.1
34	CC(C)CN1C(=O)C(=O)N(CC(=O)NC(C)CCc2ccccc2)C1=O (configuration not stated)	-9	-3	·	-4	-1.9	-0.7	-1.6	2	-2.6
35	Cc1cccnc1NC(=O)Nc1cccs1	-8	-6	-0.2	-3	?	0.2	-0.3	-2	-0.5
36	O=C(Nc1nc(-c2cc(F)ccc2F)cs1)c1cccc(N2C(=O)CCC2=O)c1	7	-3	·	1	0.5	0.9	·	0	-3.5
37	CCOC(=O)c1ccc(N=C(C)c2c(O)[nH]c(=O)[nH]c2=O)cc1	-8	12	-3.6	?	-3.2	-0.4	-0.3	-2	-2.4
38	CC(=O)Nc1ccc(N(CC(=O)NCC2CCCO2)C(=O)CCC(=O)Nc2cc(C)on2)cc1 (configuration not stated)	-5	4	-0.1	-2	1.4	0.7	·	-1	-0.1
39	COc1ccc(C(=O)COC(=O)CCN=C2NS(=O)(=O)c3ccccc32)cc1OC	-6	-2	0.9	0	-0.5	-0.3	7.7	0	-4.4
40	COCCn1c(N2CCN(c3ccc(OC)cc3)CC2)nc2c1c(=O)n(C)c(=O)n2C	-9	-14	1.6	6	6.0	-0.9	·	-4	-4.1
41	COc1ccc(C(CNC(=O)c2ccc(NS(=O)(=O)c3ccc(F)c(C)c3)cc2)N2CCOCC2)cc1 (configuration not stated)	-2	5	1.0	1	1.3	-0.4	-1.4	-1	-3.8
42	Cc1cc(C)cc(OCC(=O)OCC(=O)NCc2cccs2)c1	9	2	0.6	2	-0.1	-0.5	0.6	1	-1.0
43	CCOC(=O)Cc1csc(NC(=O)CSc2nnc(-c3ccc(F)cc3)o2)n1	7	0	-1.5	7	0.3	-0.9	0.6	-2	-2.9
44	COc1ccccc1N1CC(C)(C)C(=O)N(C(=O)c2ccc(C)cc2)C1=S	9	-4	-3.1	-3	-0.9	0.8	-0.3	-1	-4.2
45	O=c1[nH]c(O)c(C=Nc2ccccc2Oc2ccccc2)c(=O)[nH]1	22	-7	2.3	16	-2.8	0.1	3.0	-2	-1.0
46	Cc1ccc2c(c1)c(C1=NC(=S)NC1=O)c(O)n2C	9	0	0.1	0	0.3	0.6	·	0	0.3
47	CC(=O)C1=C(C)Nc2ncnn2C1c1ccc(C)cc1 (configuration not stated)	14	12	2.9	1	-0.5	0.2	-2.0	1	·
48	C=CCNc1cnn(-c2ccc(C)cc2)c(=O)c1Cl	-1	-2	4.1	14	0.3	0.5	-1.3	1	-3.2
49	COc1ccccc1NC(=O)COC(=O)c1ccc2c(=O)n3c(nc2c1)CCC3	-4	0	·	3	0.2	·	-0.4	4	1.6
50	O=C(c1ccco1)N1CCN(C(=O)c2ccc(Cn3cc(Br)cn3)o2)CC1	-3	3	1.6	10	-0.5	-0.4	2.7	-2	0.0
51	CC(C)(Oc1ccc(Cl)cc1)C(=O)OCc1nc2ccsc2c(=O)[nH]1	0	-4	-1.7	-1	1.8	-0.4	1.9	1	-3.2
52	Cc1cccnc1CCNC(=O)CCc1nnc(-c2ccccc2)o1	6	-1	-0.4	-1	0.2	1.4	·	0	-1.4
53	CC(=O)Nc1ccc(Nc2nc3ccccc3n3cnnc23)cc1	17	8	0.0	-2	0.1	-0.6	-2.3	0	-1.7
54	O=C(CNS(=O)(=O)c1ccc(Br)cc1)N1CCN(c2ccc(F)cc2)CC1	-8	-1	-1.1	?	0.0	0.8	-0.4	3	-4.3
55	Cc1oc(-c2ccccc2F)nc1CS(=O)(=O)CC(=O)NCCCN1CCc2ccccc2C1	6	-1	-1.8	-13	-0.2	2.1	-1.3	1	-4.8
56	CCC(C)(NC(=O)c1ccc(=O)[nH]c1)C(=O)NC1CCCC1 (configuration not stated)	3	4	3.3	4	-1.1	-1.0	-0.2	-3	-3.7
